Compound activity deposited in PubChem BioAssay by several laboratories.
BioA inh = M. tuberculosis BioA enzyme inhibitors, primary screen, biochemical, plate reader, single point, HTS. 7,8-diaminopelargonic acid synthase BioA (Mycobacterium tuberculosis). purified M. tuberculosis BioA enzyme. inhibition, % at 9.99 µM. 360,000 compounds, 0.096% hits. AID 602481, 2012; in the data active = inhibition above about 40%; inconclusive = no clear call, values can overlap the other calls
UGM FP inh = M. tuberculosis UGM enzyme inhibitors, primary screen, biochemical, fluorescence polarization, single point; AID 504406, 2011; purified UGM, fluorescence polarization probe displacement; inhibition, % at 10 µM; 320,000 compounds, 0.06% hits; in the data active = inhibition above about 10%, passing the limit was not always enough; inconclusive = no clear call, values can overlap the other calls
Rv3671c inh = Rv3671c serine protease inhibitors, primary screen, biochemical, fluorescence polarization, M. tuberculosis H37Rv. 320,000 compounds, 0.048% hits. P9WHR9. inhibition, % at 5.96 µM; in the data active = inhibition above about 38%;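 also: extracellular domain of Rv3671c used as enzyme; 0% = enzyme with DMSO and 100% = no enzyme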
Target sequence (P9WHR9 whole entry, looked up, the tested form may be a part): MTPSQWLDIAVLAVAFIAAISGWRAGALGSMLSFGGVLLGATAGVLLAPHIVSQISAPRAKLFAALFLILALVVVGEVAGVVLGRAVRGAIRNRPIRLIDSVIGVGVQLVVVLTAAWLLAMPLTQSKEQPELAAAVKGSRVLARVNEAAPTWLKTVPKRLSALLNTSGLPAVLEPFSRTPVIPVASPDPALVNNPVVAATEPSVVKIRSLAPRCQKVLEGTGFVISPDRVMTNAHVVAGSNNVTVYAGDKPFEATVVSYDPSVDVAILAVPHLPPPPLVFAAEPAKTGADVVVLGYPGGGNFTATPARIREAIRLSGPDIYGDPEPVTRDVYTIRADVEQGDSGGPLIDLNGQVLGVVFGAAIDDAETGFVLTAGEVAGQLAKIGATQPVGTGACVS
MazF activator = activators of E. coli MazEF toxin-antitoxin RNase, primary screen, biochemical, fluorescence, uHTS | activation, % at 20 µM | Endoribonuclease toxin MazF (Escherichia coli (strain K12)), P0AE70 | AID 504720, 2011 | FAM/BHQ RNA-DNA oligo cleavage fluorescence, 5 h | 350,000 compounds, 0.32% hits; in the data active = activation above about 50%
Target sequence (P0AE70 whole entry, looked up): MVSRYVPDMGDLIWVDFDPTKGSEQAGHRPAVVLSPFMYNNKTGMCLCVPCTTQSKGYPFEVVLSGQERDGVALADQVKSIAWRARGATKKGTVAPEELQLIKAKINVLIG
GDH-TPI inh = GDH-TPI coupling enzyme inhibitors, primary screen, artefact control for M. tuberculosis FBA inhibitor project, biochemical, absorbance, full deck. 360,000 compounds, 1.2% hits. AID 588335, 2011. inhibition, % at 4.8 µM. GDH-TPI coupled enzyme counterscreen, NADH absorbance; in the data active = inhibition above about 30%;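 also: 0% = DMSO wells and 100% = wells lacking the enzyme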
Mtb FBA inh = Mtb FBA enzyme inhibitors, primary screen, biochemical, fluorescence, strain H37Rv. inhibition, % at 1 µM. purified M. tuberculosis FBA, fluorescence read-out. 360,000 compounds, 2.3% hits; in the data active = inhibition above about 27%;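 also: 0% = vehicle and 100% = reference inhibitor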
Target sequence (P9WQA3 whole entry, looked up): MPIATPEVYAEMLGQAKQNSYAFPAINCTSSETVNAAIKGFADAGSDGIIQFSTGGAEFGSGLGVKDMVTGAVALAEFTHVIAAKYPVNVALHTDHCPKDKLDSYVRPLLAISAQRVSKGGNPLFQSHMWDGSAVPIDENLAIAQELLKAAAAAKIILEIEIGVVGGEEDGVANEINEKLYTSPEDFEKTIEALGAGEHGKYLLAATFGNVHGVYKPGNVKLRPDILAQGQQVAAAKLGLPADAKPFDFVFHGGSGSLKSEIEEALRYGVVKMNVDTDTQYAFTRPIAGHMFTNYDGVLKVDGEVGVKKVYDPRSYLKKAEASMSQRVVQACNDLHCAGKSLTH
FadD28 FP inh = inhibitors of FadD28 bisubstrate probe binding, primary screen, biochemical, fluorescence polarization, single point; Mycobacterium tuberculosis FadD28 fatty-acid-AMP ligase; inhibition, % at 12.5 µM; 360,000 compounds, 0.22% hits; in the data active = inhibition above about 8.5%, passing the limit was not always enough; inconclusive = no clear call, values can overlap the other calls
BoNT F protease = BoNT/F light chain protease inhibitors, primary screen, biochemical, flow cytometry, MLPCN library; inhibition, % at 10 µM; 360,000 compounds, 0.22% hits; Multiplex microsphere protease cleavage assay; Botulinum neurotoxin type F light chain protease (Clostridium botulinum); in the data active = inhibition above about 35%, passing the limit was not always enough; inconclusive = no clear call, values can overlap the other calls; also: plate controls were buffer without enzyme for full effect and enzyme alone for no effect
PrPC surface inh = inhibitors of human cell surface prion protein PrPC, primary screen, cell-based, TR-FRET | 370,000 compounds, 0.43% hits | Major prion protein (Homo sapiens), P04156 | inhibition, % at 13.8 µM | AID 720596, 2013 | TR-FRET read-out; in the data active = inhibition above about 24%; also: 0% = median of the test wells and 100% = reference compound wells
* = called active by the depositor; u = inconclusive; x = no result given; & = joins results of further samples.

Structure | BioA inh | UGM FP inh | Rv3671c inh | MazF activator | GDH-TPI inh | Mtb FBA inh | FadD28 FP inh | BoNT F protease | PrPC surface inh
CN1C(=O)C2(C(C#N)=C(N)Oc3n[nH]c(-c4ccc(Cl)cc4)c32)c2ccccc21 (stereo not given) | 0.8 | 1.3 | -7.3 | -1.1 | 5.6 | 1.7 | 0.2 | 1.5 | 4.9
Cc1ccc(-c2cc3onc(-c4ccccc4)c3c(=O)n2C)cc1 | -1.5 | -1.2 | -3.6 | 8.2 | -6.9 | 0.1 | -0.5 | -1.7 | 1.9
CCN1CNC(=S)N(c2cc(C)ccc2C)C1 | 0.5 | -0.5 | 2.7 | 3.2 | -0.6 | -2.9 | -3.8 | -3.7 | -7.1
CSc1ccccc1C(=O)Nc1ccc2c(c1)CCC2 | 0.9 | -0.3 | -3.2 | 4.2 | -2.6 | 3.2 | -2.5 | -3.3 | 13.8
COc1ccc(N2CCN(C(=O)c3ccc(Cl)c(S(=O)(=O)N4CCCC4)c3)CC2)cc1 | x | 0.2 | -0.9 | 2.1 | 8.3 | -0.5 | 0.5 | -19.6 | -4.3
Cc1ccc(OCCC(=O)OCC(=O)NNC(=O)c2ccccc2)cc1 | 2.8 | 2.7 | -4.8 | 6.8 | -6.3 | -3.3 | -3.5 | -1.4 | 4.0
COc1ccc(NC(=O)c2cc(C)nn2-c2ccccc2)cc1 | 1.7 | 7.7 | -1.4 | 1.3 | -3.9 | -0.7 | -1.2 | -8.9 | 2.4
COc1ccc(CC(NC(C)=O)C(=O)NC2CCN(c3nnnn3-c3ccccc3)CC2)cc1 (stereo not given) | -3.4 | 0.9 | -2.1 | -4.3 | 0.0 | -4.8 | -0.1 | 6.4 | -9.8
C=C(C1=CCN(S(=O)C(C)(C)C)[C@H]1CCO)c1ccccc1 (stereo not given in full) | 0.1 | x | x | -8.5 | 5.2 | 4.9 | -2.1 | -3.2 | -3.9
O=C(CSc1n[nH]c(=O)n1C1CC1)N1N=C(c2ccc(Cl)cc2)CC1c1ccco1 (stereo not given) | x | -6.3 | -4.0 | 10.6 | -15.6 | -5.4 | -3.0 | -0.3 | -3.1
Cc1ccc(-c2nnn(CC(=O)N3CCCCC3)n2)cc1 | 13.1 | 0.6 | -3.1 | 11.6 | 7.4 | 2.9 | 2.1 | u | 3.5
COc1ccc(C(=O)NC(C(=O)NCCc2ccc3c(c2)OCCO3)C(C)C)cc1 (stereo not given) | x | 2.8 | -0.2 | 2.4 | 7.0 | 2.3 | -0.6 | -0.1 | -6.3
CCOc1ccccc1C(=O)NCC(=O)NC(C)c1ccc(-n2ccnc2)cc1 (stereo not given) | x | -2.5 | -4.2 | 7.0 | -5.7 | -0.1 | -0.1 | -0.5 | 6.0
COc1ccc2c3c(cccc13)C(=O)N(O)C2=O | -0.1 | 0.6 | 0.9 | 5.7 | 12.5 | 3.3 | -0.1 | 4.6 | -19.3
O=C(COC(=O)/C=C/c1ccc(C(F)(F)F)cc1)NC1CCS(=O)(=O)C1 (stereo not given) | -2.4 | 4.9 | -1.4 | 0.2 | 3.2 | -0.5 | 0.7 | x | -4.4
O=C(CC12CC3CC(CC(Br)(C3)C1)C2)Nc1nncs1 | -0.7 | -2.0 | 2.5 | 10.5 | -2.7 | -2.8 | 0.6 | -25.2 | 12.5
CCOc1ccccc1C(=O)Nc1nnc(SCC(=O)N2CCCC2)s1 | -1.1 | x | x | 8.1 | -1.8 | -0.4 | -3.7 | -13.7 | 2.0
CSc1cccc(NC(=O)COc2ccccc2)c1 | 0.6 | -0.2 | -1.7 | 1.4 | 8.2 | 2.8 | -1.8 | -2.2 | 6.0
COC(=O)c1ccc(NC(=O)Nc2ccc(F)cc2F)cc1 | -5.3 | 0.1 | -1.6 | 14.1 | 3.5 | 2.7 | -1.6 | 1.8 | 22.1
C=CCOc1ccc(CNn2cn[nH]c2=S)cc1OC | x | -1.0 | -8.7 | 1.0 | 9.6 | -0.8 | -0.1 | -6.6 | 2.0
O=C(NCCn1cc(SCc2ccccc2F)c2ccccc21)c1c(F)cccc1F | -0.1 | -1.1 | 9.1 | 1.7 | 2.7 | -1.7 | -3.4 | 1.0 | 13.6
COc1cccc(CC(=O)N2CCN(Cc3cccc(Cl)c3)CC2)c1 | 0.1 | -0.1 | 8.2 | 1.5 | -5.0 | 0.7 | -1.0 | -32.1 | 9.0
O=C(Nc1nnc(-c2ccccc2SCc2ccccc2F)s1)Nc1ccccc1F | 0.2 | -1.3 | -1.3 | -46.6 | -14.5 | -1.9 | -5.0 | -1.1 | 6.7
CC(=O)Nc1cccc(OCc2ccc(F)cc2)c1 | x | -0.9 | 5.2 | 14.9 | -2.9 | 6.1 | -2.2 | -3.4 | -1.4
C[C@@H]1CN([C@@H](C)CO)C(=O)c2cc(NC(=O)Nc3ccccc3)ccc2O[C@H]1CN(C)C(=O)Nc1cccc2ccccc12 | 2.4&-1.7 | 4.0 | -52.1 | 0.0 | 15.5 | 17.8 | -4.0 | 2.2 | x
Cn1c(=O)c2[nH]c(-c3ccccc3Cl)c(O)c2n(C)c1=O | x | x | -13.1 | 908.6* | 3.0 | 2.1 | 1.0 | -16.7 | -0.6
Cc1ccccc1NC(=S)NC12CN3CN(CN(C3)C1)C2 | x | -0.1 | 3.0 | 9.5 | -8.0 | -3.4 | -4.1 | -4.5 | 1.6
c1ccc2[nH]c(CN3CCN(c4ncnc5c4oc4ccccc45)CC3)nc2c1 | -0.3 | -0.4 | -0.3 | -1.2 | 8.3 | 2.2 | -2.8 | u | 1.3
C/C(=N\NC(=O)C(=O)Nc1ccc(C)c(Cl)c1)c1ccncc1 | x | -3.3 | 0.5 | 6.9 | -4.4 | 0.5 | -4.2 | -0.5 | 2.8
CCCCN(C)CCCNC(=O)c1cc(-c2cccs2)nc2ccccc12 | 0.7 | -1.9 | -14.0 | 10.1 | 13.3 | 140.2* | -2.2 | u | -9.7
O=C(CCc1ccc(S(=O)(=O)N2CCOCC2)cc1)N1CCCC1 | -1.5 | -3.6 | 9.2 | 4.0 | -6.6 | -0.8 | -2.7 | -3.2 | 2.9
COc1ccc(N2CCN(C(=O)CSc3nnc4c5cc(C)ccc5n(C)c4n3)CC2)cc1 | -4.5 | -0.7 | 2.0 | -0.6 | 12.5 | -0.5 | -0.8 | -6.1 | -4.0
CCCCCCCCCCCC1=C(O)C(=O)C=C(O)C1=O | 0.2 | 1.8 | 1.1 | -15.1 | 5.9 | 2.5 | -1.2 | -10.6 | x
COc1ccc(N(C(=O)c2snc(C(N)=O)c2N)C(C(=O)NCc2ccc(F)cc2)c2ccc(O)cc2)cc1 (stereo not given) | 2.0 | -0.4 | -46.4 | 0.9 | 8.2 | -1.2 | -1.2 | 14.8 | -8.0
O=C(Cc1c(O)c2ccccc2oc1=O)c1ccc(F)cc1 | -1.0 | -2.8 | -12.9 | -6.5 | 9.0 | 0.5 | -0.7 | 2.5 | 4.4
O=C1NC(=O)C(c2ccc(F)cc2)N1 (stereo not given) | -3.1 | 0.1 | -2.3 | 8.1 | -5.4 | 5.1 | -1.0 | 7.8 | 2.5
Cc1cc(C(=O)NC2CCCc3c2cnn3-c2ccc(C)c(C)c2)n(C)n1 (stereo not given) | -4.0 | -2.2 | -0.2 | -0.3 | 3.1 | 5.5 | x | 2.9 | 14.0
Cc1cc(=O)n2nc(N3CCC(C(=O)NC(C)c4ccccc4)CC3)sc2n1 (stereo not given) | 0.3 | -0.8 | 5.6 | 4.8 | 12.0 | -3.0 | 1.5 | -2.2 | 0.3
COCC1CCN(C(=O)c2ccc3oc(CCc4ccccc4)nc3c2)C1 (stereo not given) | x | x | x | 2.3 | 1.3 | 0.5 | -2.1 | 1.9 | -3.9
CCC(=NCCO)c1c(O)n(-c2ccc(Cl)cc2)c(=O)[nH]c1=O | 0.3 | 0.3 | 1.7 | 3.2 | 7.8 | 2.1 | -0.3 | -6.1 | 1.7

Single values from the entries so far:
For Rv3671c inh, CC(=O)Nc1cccc(OCc2ccc(F)cc2)c1 is entered as 5.2
For FadD28 FP inh, C/C(=N\NC(=O)C(=O)Nc1ccc(C)c(Cl)c1)c1ccncc1 is entered as -4.2

Next entries:
Structure | BioA inh | UGM FP inh | Rv3671c inh | MazF activator | GDH-TPI inh | Mtb FBA inh | FadD28 FP inh | BoNT F protease | PrPC surface inh
O=C(COC(=O)c1ccc(Cl)c(S(=O)(=O)N2CCc3ccccc3C2)c1)Nc1ncc(Cl)cc1Cl | x | -0.4 | -57.5 | -4.1 | 10.0 | -1.8 | 0.3 | -3.4 | 3.5
COCCN(CCOC)C(=S)Nc1ccccc1Cl | x | -0.4 | 3.6 | 10.5 | 10.4 | -1.6 | -1.6 | -4.7 | -1.1
CN1CCN(C(=O)c2cc(Cl)cc(Cl)c2NC(=O)c2ccco2)CC1 | x | -0.1 | -10.5 | -5.4 | -4.4 | -1.3 | -2.3 | -11.4 | -5.2
CCOC(=O)c1c(NC(=O)/C=C/C(=O)O)sc(C)c1-c1ccc(C)c(C)c1 | x | 0.9 | -4.1 | -17.5 | 14.0 | 0.7 | -13.6 | -5.2 | 15.0
CC(O)CNc1nc2c(c(=O)n(Cc3ccc(Cl)cc3)c(=O)n2C)n1C (stereo not given) | 4.1 | 2.0 | -4.6 | 10.7 | -3.4 | -0.9 | 1.1 | u | -0.1
CCn1c(SCC(=O)NC2CC2)nc2ccccc21 | -1.1 | x | x | 1.4 | -11.0 | -2.3 | -3.3 | 3.4 | 5.0
Cc1cccc(NC(=O)C2CCCN(C(=O)Nc3ccc(F)cc3)C2)c1 (stereo not given) | 4.3 | 0.0 | -2.6 | -1.4 | 5.0 | 0.2 | -0.2 | -2.1 | -1.0
Cc1nc2c(C)cccc2c(SC(=N)N)c1CC=C(Cl)Cl | x | -1.1 | 5.3 | -9.5 | 0.7 | 9.3 | -1.1 | -4.1 | 0.8
O=C(CCSCCC(=O)N1CCCC1)N1CCCC1 | x | -0.8 | -6.1 | -1.5 | 3.0 | -0.2 | -0.3 | -2.0 | 1.9
O=C(CN1C(=O)CSc2ccc(S(=O)(=O)N3CCOCC3)cc21)NCc1c(F)cccc1Cl | 0.3 | x | x | 5.8 | 1.3 | -2.1 | -3.5 | -2.0 | -7.1
CCn1cc(C(=O)O)c(=O)c2cc(S(=O)(=O)N(C)C)ccc21 | 0.5 | -1.4 | -13.9 | -11.7 | 3.4 | -0.8 | -1.6 | 2.6 | 5.7
CCOC(=O)c1cnc(-c2ccccc2O)nc1Cl | x | 3.4 | 0.2 | 11.4 | 17.1 | -2.4 | -0.1 | -12.4 | 7.6
O=C(CCCN1C(=O)CCC1=O)Nc1ccc2c(c1)OCCO2 | 0.6 | 0.7 | 5.6 | 5.7 | -6.6 | 8.1 | -0.6 | 15.1 | 0.3
Cc1c(Cl)cccc1NC(=S)N(Cc1ccco1)C(C)c1ccccn1 (stereo not given) | x | -0.4 | 5.2 | 6.5 | -3.4 | -1.0 | -4.0 | -5.4 | -0.1
COCCN(C(=O)CCC(=O)Nc1ccccn1)C(C(=O)NC(C)(C)C)c1ccc(OC)cc1 (stereo not given) | 2.8 | -1.6 | 2.4 | 5.0 | 5.3 | 1.3 | -1.6 | -26.2 | -0.9
OCCC1CN(Cc2c(F)cccc2Cl)CCN1C1CCCC1 (stereo not given) | -1.0 | -1.1 | 1.8 | 9.5 | -1.2 | 1.4 | -2.9 | -3.9 | 9.3

The order is random. Share with any hit: about 4.8%.
